NFkB transloc pot: enhances IL-1B driven NFkB nuclear translocation; HUVEC IL-1B NFkB p65 nuclear translocation imaging; activation, % at 2 µM; hit rate 0.3% among 94,000; AID 819;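 active means activation above 40%, about the mean plus 3 SD, also judged a hit on visual image review; inconclusive means activation above 40% but not a hit on visual review; inactive means activation not above 40% and no visual hit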;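 further: percent activation is computed from the nuclear over cytoplasmic p65 intensity ratio; values of inactives mirror those of a sister screen read the other way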
PLAP inhibitors HTS: inhibition of human placental alkaline phosphatase – biochemical, luminescence, HTS (AID 690) | purified PLAP, luminescent substrate; higher % means a stronger effect | inhibition, % at 20 µM, or IC50 in µM where a hit was titrated | hit rate 0.08% among 96,000; in the data active means a potency from the dose series; inactive means the rest, 99 in 100 with inhibition below about 30%; further: strong numbers were not always called active
Bcl-B displacement: displacers of TR3 peptide from Bcl-B, primary screen, selectivity assay for Bfl-1 inhibitor project, biochemical, fluorescence polarization; FP displacement of FITC-TR3 peptide from Bcl-B; higher % means a stronger effect; displacement, % at 20 µM, or IC50 in µM where a hit was titrated; hit rate 0.11% among 96,000; AID 748;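 active means displacement above 50% at 20 µM plus a fluorescence interference ratio under 1.5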;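 further: plate controls were wells without compound for no effect and wells lacking Bcl-B protein for full effect; a part of the inactive calls stands beside numbers as strong as those of hits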
MRP resist rev: compounds reversing MRP-mediated drug resistance; H69AR cells + 2 uM doxorubicin, CellTiter-Glo, 72 h; differential viability (reversal), % at 10 µM; hit rate 0.04% among 85,000;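 active means viability drop by adding the cancer drug above about 55%, with treated viability meeting a 40% cutoff, limit read from the data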;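 further: viability without doxorubicin minus viability with 2 µM doxorubicin for each compound; larger differential means the compound sensitizes cells more to doxorubicin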
NFkB transloc inh: blocks IL-1B driven NFkB nuclear translocation in HUVEC cells; inhibition, % at 2 µM; AID 796; hit rate 0.43% among 94,000; HUVEC IL-1B NFkB p65 nuclear translocation imaging;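 active means inhibition above about 30% together with a positive call from visual inspection of the well image, limit read from the data; inconclusive means inhibition above a set limit but visual check negative; inactive means inhibition not above a set limit, visual check negative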;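 further: nuclear over cytoplasmic p65 intensity ratio measured by imaging; 0% = IL-1B stimulated DMSO wells and 100% = unstimulated DMSO wells; values of inactives mirror those of a sister screen read the other way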
MRP resist rev cytotoxicity: also measured in MRP resist rev; calls as there; viability, %; H69AR cells, CellTiter-Glo, 72 h; measured here: cytotoxicity without doxorubicin
MRP resist rev with doxorubicin: further read-out of MRP resist rev, marked with its call; viability, %; measured here: viability with 2 uM doxorubicin; stronger effect = lower value
NFkB transloc inh cell count 2 µM: recorded beside NFkB transloc inh, whose call it bears; cell count; measured here: cells passing quality filter;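 raw number of nuclei counted in each imaged well without normalization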
NFkB transloc pot cell count 2 µM: recorded beside NFkB transloc pot, whose call it bears; cell count; measured here: cells passing quality filter
Starred values were filed as active, the others as inactive; ? = inconclusive; . = not tested or not shown. The list is partial; count on the stated rates, not on these rows.

SMILES	NFkB transloc pot	NFkB transloc pot cell count 2 µM	PLAP inhibitors HTS	Bcl-B displacement	MRP resist rev	MRP resist rev cytotoxicity	MRP resist rev with doxorubicin	NFkB transloc inh	NFkB transloc inh cell count 2 µM
COC(=O)C(O)(c1c[nH]c2ccccc12)C(F)(F)F (centres undefined)	-18	98	13%	-6%	.	.	.	18	98
Cn1c(=O)cc(SCC(=O)N2CCC3(CC2)OCCO3)c2ccc(Cl)cc21	-7	156	.	.	34	93	58	7	156
COc1ccc(C2C(C#N)=C(N)Oc3c2c(=O)oc2ccccc32)cc1Cn1cc([N+](=O)[O-])cn1 (centres undefined)	0	188	-8%	-19%	.	.	.	0	188
Cc1ccc(-c2nc3ccccc3c(=O)n2-c2ncccc2C)cc1	21	110	-9%	1%	.	.	.	-21	110
CCC(=NC1CCN(Cc2ccccc2)CC1)c1c(O)[nH]c(=O)[nH]c1=O	5	186	-45%	-1%	.	.	.	-6	186
CC(C)NS(=O)(=O)c1ccc(OCC(=O)N2CCN(Cc3ccccc3)CC2)cc1	11	147	.	.	.	.	.	-11	147
Nc1c(C(=O)NC2CCCC2)c2nc3ccccc3nc2n1CC1CCCO1 (centres undefined)	3	133	-65%	-28%	-27	43	69	-3	133
C=CCn1c(O)c(C(CC)=Nc2ccccc2NC(C)=O)c(=O)[nH]c1=O	24	154	13%	-6%	.	.	.	-24	154
CCCNS(=O)(=O)c1ccc(OCC(=O)N2CCN(Cc3ccc4c(c3)OCO4)CC2)cc1	-4	152	-58%	-2%	-3	89	92	4	152
CN(C)CP(=O)(Nc1ccccc1)N(C)C (centres undefined)	0	66	21%	-1%	11	108	97	0	66
COc1ccc(Br)cc1CN1CCN(C(=O)Cc2ccccc2)CC1	0	182	-63%	-16%	-8	84	92	0	182
O=C(NCc1ccc(C(=O)N2CCC3(CC2)OCCO3)cc1)c1ccc2c(c1)OCO2	2	141	0%	1%	4	90	86	-2	141
Cc1ccc(-n2c(O)c(C=NC3CCCCC3N)c(=O)[nH]c2=O)cc1C (centres undefined)	-3	102	-123%	1%	5	105	99	3	102
CN1CCc2nc(SCC(=O)OC(C)(C)C)c(C#N)cc2C1	.	.	-28%	2%	12	92	80	.	.
CCSc1nnc([C@@H](N)Cc2c[nH]c3ccccc23)o1	5	113	-5%	-3%	-3	96	99	-5	113
CN(C)C1=C(C#N)C(c2ccccc2)=NP(N(C)C)(N(C)C)=N1	1	125	0%	-5%	3	79	76	-1	125
CC(=O)Nc1ccc(OC(=O)N2CCCCC2)cc1	-1	89	-20%	-8%	-2	93	94	1	89
COc1ccccc1NC1=NCCS1	17	101	16%	8%	-3	88	91	-17	101
Cc1cc(NC(=O)CCC(=O)N2CCC3(CC2)OCCO3)no1	1	90	-12%	7%	.	.	.	-1	90
O=[N+]([O-])c1ccccc1CNCCc1ccc(F)cc1	5	152	11%	-4%	.	.	.	-4	152
CCOC(=O)C(O)(c1ccc(N)c(OC)c1)C(F)(F)F (centres undefined)	11	219	-4%	-16%	-35	68	103	-12	219
COc1ccc(-n2c(O)c(C(C)=NCc3ccco3)c(=O)[nH]c2=O)cc1	6	143	7%	6%	15	103	88	-6	143
O=C(c1cc(-c2ccncc2)nc2ccccc12)N1CCC2(CC1)OCCO2	16	128	-12%	10%	-21	75	96	-16	128
O=c1[nH]c(O)c(/C=C2\C=NN=C2c2ccccc2)c(=O)[nH]1	0	155	-4%	2%	.	.	.	0	155
CCOC(=O)c1c(C)n(Cc2ccc3c(c2)OCO3)c2ccc(O)cc12	3	206	11%	-5%	5	94	89	-3	206
CCC1(CCc2ccncc2)C(=O)NC(=O)NC1=O	4	63	16%	-5%	-7	88	95	-4	63
CN1CCN(c2nccc3c2ncn3C)CC1	13	114	-10%	-5%	-1	103	104	-13	114
CC(=NCc1ccc2c(c1)OCO2)c1c(O)n(C)c(=O)n(C)c1=O	4	156	26%	0%	8	93	85	-4	156
O=C(COc1ccc(Br)cc1)N1CCN(Cc2c[nH]c3ccccc23)CC1	-10	188	-41%	-24%	-19	96	115	10	188
O=C(c1cc2ccccn2n1)N1CCC2(CC1)OCCO2	?	.	0%	0%	2	88	86	-50	124
COC(=O)c1c(C)[nH]c(C(=O)C(Cc2ccccc2)N(C)C)c1C (centres undefined)	.	.	-59%	-2%	11	99	88	.	.
CNCCCc1ccccc1	-5	152	2%	-6%	-7	87	93	5	152
CCn1c(O)c(C=Nc2ccc(N3CCOCC3)cc2)c(=O)n(CC)c1=S	-10	54	-15%	-43%	.	.	.	10	54
O=C(C1CC(c2ccc(Cl)c(Cl)c2)=NO1)N1CCC2(CC1)OCCO2 (centres undefined)	16	116	-50%	-6%	9	92	83	-16	116
CCCCCn1c(=O)c(C(=O)Nc2c(C)n(C)n(-c3ccccc3)c2=O)c(O)c2ccccc21	-7	145	-45%	0%	.	.	.	6	145
Cc1ccc(C(=O)Nc2ccc(Cl)cc2C(=O)c2ccccc2)cc1	22	183	.	.	.	.	.	-22	183
CNP(=S)(NC)OCCOc1ccc(OC)cc1	-7	148	12%	-6%	12	107	95	7	148
CCOc1ccc2[nH]c(=O)c(CN(CCO)C3(c4nnnn4C4CCCCC4)CCCCC3)cc2c1	-18	143	2%	-6%	12	57	45	18	143
Cc1c(N=Cc2c(O)n(CCc3ccc(F)cc3)c(=O)[nH]c2=O)c(=O)n(-c2ccccc2)n1C	21	131	-5%	3%	12	79	67	-21	131
CN1CCN(c2ccc(C=O)cc2)CC1	4	169	15%	2%	-10	97	107	-4	169
CCOP(=O)(OCC)C(C)(C)NC(=O)C(Cl)(Cl)Cl	-2	121	-6%	-4%	3	98	95	2	121
Cc1c2cnn(CC(=O)N3CCC4(CC3)OCCO4)c(=O)c2c(C)n1Cc1ccccc1F	.	.	-40%	-8%	.	.	.	.	.
Cn1c(=O)cc(OCC(=O)N2CCN(Cc3ccc4c(c3)OCO4)CC2)c2ccccc21	21	228	-47%	-10%	7	89	81	-21	228
CCOP(=O)(OCC)C(NC(C)=O)C(Cl)(Cl)Cl (centres undefined)	-5	154	-2%	-6%	2	104	102	5	154
CC1(C)CC(n2[nH]c(=O)c3c2NC(=O)CSC3c2ccc(F)cc2)CCO1 (centres undefined)	.	.	6%	-5%	13	106	93	.	.
O=C(c1cc2ccccc2oc1=O)N1CCC2(CC1)OCCO2	1	119	-9%	1%	0	99	99	-2	119
CC(C)OCCCNC(=O)c1c(N)n(Cc2cccs2)c2nc3ccccc3nc12	.	.	-54%	-7%	-6	98	103	.	.
C=CCn1c(O)c(C=NCCN2CCNCC2)c(=O)[nH]c1=O	-5	170	1%	-4%	4	99	94	5	170
O=c1c2ccccc2nc(-c2ccoc2)n1-c1ccccc1	7	56	26%	3%	12	93	81	-7	56
CC(C)OC(=O)c1c(N)n(CC2CCCO2)c2nc3ccccc3nc12 (centres undefined)	13	150	-37%	-6%	-43	34	77	-13	150
CCOP(=O)(CN(CC)CCNP(=O)(OCC)OCC)OCC	-6	111	-4%	6%	-6	87	93	6	111
O/N=C1/C(=C\c2ccccc2)N2CCC1CC2	35	148	20%	6%	-36	67	104	-35	148
Cc1cc(OC(=O)CCCNC(=O)OC(C)(C)C)c2c3c(c(=O)oc2c1)CCC3	-7	116	4%	-9%	2	85	82	7	116
O=P(CN1CCN(c2ccccc2)CC1)(N1CCCCC1)N1CCCCC1	17	199	-55%	2%	8	95	87	-17	199
C[N+]12CCC(CC1)C(C(O)(c1ccccc1)c1cccs1)C2 (centres undefined)	14	129	24%	1%	.	.	.	-14	129
CCC(CC)C1C(C#N)=C(N)Oc2c1c(=O)oc1ccccc21 (centres undefined)	1	135	.	.	-37	37	74	-1	135
COc1ccc(S(=O)(=O)Cc2ccc(C(=O)N3CCC4(CC3)OCCO4)o2)cc1	0	205	-5%	-7%	11	101	90	0	205
Fc1ccc(NC2=NCCS2)cc1Cl	12	120	-9%	3%	-5	85	89	-12	120
Clc1cccc(Cl)c1CN1CCN(c2ccccc2)CC1	7	130	33%	7%	.	.	.	-6	130
CCOP(=O)(OCC)C(CC)N1CCOCC1 (centres undefined)	-2	181	6%	-4%	9	103	94	2	181

The results go on.
SMILES	NFkB transloc pot	NFkB transloc pot cell count 2 µM	PLAP inhibitors HTS	Bcl-B displacement	MRP resist rev	MRP resist rev cytotoxicity	MRP resist rev with doxorubicin	NFkB transloc inh	NFkB transloc inh cell count 2 µM
COC(=O)CC1(CC(=O)OC)C(=O)NC(=O)NC1=O	-5	60	11%	-1%	-6	99	105	5	60
CSCCC(N=Cc1c(O)n(-c2ccc(F)cc2)c(=O)[nH]c1=O)C(=O)OC(C)(C)C (centres undefined)	17	162	-51%	-2%	10	92	82	-17	162
CCOC(=O)C(O)(c1cn(C)c2ccccc12)C(F)(F)F (centres undefined)	15	118	6%	-12%	5	93	88	-15	118
C=CCn1c(=O)c(C=Nc2cccc([N+](=O)[O-])c2)c(O)n(CCCC)c1=O	6	117	-16%	-68%	.	.	.	-6	117
Cc1ccc(S(=O)(=O)CC(C)(O)C(=O)Nc2cccc(C(F)(F)F)c2)cc1 (centres undefined)	-3	163	-8%	7%	.	.	.	3	163

A draw from above in order of heavy-atom count, low to high.
SMILES	NFkB transloc pot	NFkB transloc pot cell count 2 µM	PLAP inhibitors HTS	Bcl-B displacement	MRP resist rev	MRP resist rev cytotoxicity	MRP resist rev with doxorubicin	NFkB transloc inh	NFkB transloc inh cell count 2 µM
CN(C)CP(=O)(Nc1ccccc1)N(C)C (centres undefined)	0	66	21%	-1%	11	108	97	0	66
CCOP(=O)(OCC)C(C)(C)NC(=O)C(Cl)(Cl)Cl	-2	121	-6%	-4%	3	98	95	2	121
CCC1(CCc2ccncc2)C(=O)NC(=O)NC1=O	4	63	16%	-5%	-7	88	95	-4	63
CCOC(=O)C(O)(c1ccc(N)c(OC)c1)C(F)(F)F (centres undefined)	11	219	-4%	-16%	-35	68	103	-12	219
O=C(c1cc2ccccn2n1)N1CCC2(CC1)OCCO2	?	.	0%	0%	2	88	86	-50	124
CCOP(=O)(CN(CC)CCNP(=O)(OCC)OCC)OCC	-6	111	-4%	6%	-6	87	93	6	111
O=C(C1CC(c2ccc(Cl)c(Cl)c2)=NO1)N1CCC2(CC1)OCCO2 (centres undefined)	16	116	-50%	-6%	9	92	83	-16	116
CCC(=NC1CCN(Cc2ccccc2)CC1)c1c(O)[nH]c(=O)[nH]c1=O	5	186	-45%	-1%	.	.	.	-6	186
Cc1ccc(S(=O)(=O)CC(C)(O)C(=O)Nc2cccc(C(F)(F)F)c2)cc1 (centres undefined)	-3	163	-8%	7%	.	.	.	3	163
Nc1c(C(=O)NC2CCCC2)c2nc3ccccc3nc2n1CC1CCCO1 (centres undefined)	3	133	-65%	-28%	-27	43	69	-3	133
O=C(NCc1ccc(C(=O)N2CCC3(CC2)OCCO3)cc1)c1ccc2c(c1)OCO2	2	141	0%	1%	4	90	86	-2	141
Cn1c(=O)cc(OCC(=O)N2CCN(Cc3ccc4c(c3)OCO4)CC2)c2ccccc21	21	228	-47%	-10%	7	89	81	-21	228
Cc1c2cnn(CC(=O)N3CCC4(CC3)OCCO4)c(=O)c2c(C)n1Cc1ccccc1F	.	.	-40%	-8%	.	.	.	.	.
CCOc1ccc2[nH]c(=O)c(CN(CCO)C3(c4nnnn4C4CCCCC4)CCCCC3)cc2c1	-18	143	2%	-6%	12	57	45	18	143
